From PubChem
Yfh1-depleted yeast – enhancers of respiration in Yfh1-depleted yeast, dose response, Friedreich's ataxia, plus single-dose screen (AID 1465). 220,000 tested, 0.074% active. S. cerevisiae Yfh1-off respiration, WST-1 reduction, 72 h; higher fold induction means a stronger effect. one-dose fold induction at 50 µM; EC50 in µM for titrated hits;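 active = fold induction of absorbance versus untreated yeast above a set limit, then at least 30% activation at any dose in follow-up; inconclusive = repeats straddling the limit, or above it without dose testing; inactive = fold induction below the set limit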;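 also: activators that raise dye reduction in frataxin-depleted yeast; strong numbers were not always called active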
Autophagy mod – autophagy modulators in MEF cells, primary screen, imaging, high-content, MEF GFP-LC3; 190,000 tested, 0.98% active; MEF GFP-LC3 puncta imaging; test concentration mostly 10 µM; calls only at 10 µM (by protocol); AID 463193, 2010;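 active = percentage of spot-positive cells more than 3 SD above its plate mean, without a fluorescence outlier flag or 80% toxicity; inconclusive = no clear call, values can overlap the other calls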;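 also: spot-positive cell cutoff set from DMSO-treated cells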
M17LAP inhibition – P. falciparum M17LAP inhibitors, primary screen, biochemical, fluorogenic H-Leu-NHMec substrate, 1536-well (AID 1619). Leucine aminopeptidase (Plasmodium falciparum (isolate 3D7)). recombinant M17LAP, H-Leu-NHMec fluorogenic kinetic assay; higher % means a stronger effect. inhibition, % at 30 µM, or IC50 in µM where a hit was titrated. 220,000 tested, 0.38% active;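 active = compound inhibiting the enzyme by more than half at any dose during confirmatory dose-response retesting; inconclusive = strong single-dose inhibitors picked by rank but not retested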;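 also: plate controls were full reaction with DMSO carrier for no effect and no enzyme background for full effect; strong numbers were not always called active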
bCat nuc transl – modulators of beta-catenin nuclear translocation, primary screen, imaging, HeLa cells, immunofluorescence, high-content; nuclear translocation activity, % at 5 µM; 190,000 tested, 0.3% active; AID 1665, 2009;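 active = nuclear translocation activity above 50% at 5 µM, with a well cell count of 50 or more; inconclusive = wells under 50 cells across six images, flagged as toxic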;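 also: per-cell ratio of nuclear to cytoplasmic median beta-catenin stain intensity; plate controls were DMSO negative control for no effect and GSK-3 inhibitor IX positive control for full effect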
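test system = HeLa cells, endogenous beta-catenin | dosing = single 5 µM dose plus 0.02–20 µM confirmation series | times = compound treatment 24 h, 37°C, 5% CO2 | technique = beta-catenin immunofluorescence imaging with DAPI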
P. falciparum M1AAP – P. falciparum M1AAP inhibitors, biochemical, fluorogenic H-Leu-NHMec substrate, 1536-well (AID 1445); recombinant M1AAP, H-Leu-NHMec fluorogenic kinetic assay; higher % means a stronger effect; one-dose inhibition, % at 30 µM; IC50 in µM for titrated hits; 220,000 tested, 0.42% active;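 active = primary inhibition above the hit cutoff, then over 50% inhibition at one or more dose response concentrations, cut at about 23% in these data, passing the limit was not always enough; inconclusive = conflicting primary data, or primary hits not chosen for dose response; inactive = low primary inhibition, or under 50% at every dose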;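 also: plate controls were DMSO full reaction for no effect and no enzyme background for full effect; strong numbers were not always called active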
MT stabilize HCS – microtubule stabilizers in HeLa cells, primary screen, imaging, high-content imaging | HeLa tubulin immunostaining HCS, 24 h; share of cells brighter than vehicle mean+2SD | % tubulin-high responders, % at 10 µM | 200,000 tested, 0.83% active | AID 2205, 2009;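 active = plate Z-score above 3 for both tubulin-high and condensed-nucleus cell shares, with cell loss under 80%, at 10 µM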;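 also: anti alpha tubulin signal scored within the nucleus-defined area of each cell; some results filed as inactive read as strong as hits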
T cell modulator – modulators of CD8 T cell-vesicle binding, primary screen, mouse 2C CD8+ T cells, flow cytometry | calls only at 7 µM | 330,000 tested, 0.068% active | 2C CD8+ T cell-vesicle binding; hits give low values | AID 2052, 2009;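 active = response, share of CD8 T cells binding vesicles, and their 90th percentile fluorescence all below set limits, cut at about 80% in these data, passing the limit was not always enough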
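Test system: purified 2C TCR transgenic mouse naive CD8+ T cells. Probe or stimulus: QL9-peptide-loaded Drosophila micro-vesicles bearing Ld, ICAM-1 and B7-1. Incubation: binding step 1.5 h, 37 °C, antibody labelling 20 min, ice. Measured by: flow cytometry of vesicle-bound cells.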
Dynein transport – inhibitors of GR-EGFP nuclear translocation, primary screen, dynein cargo transport inhibitor project, imaging, high-content, 3617.4 mouse cells; 220,000 tested, 0.47% active; AID 1381, 2008; z-score, hits read low; test concentration mostly 20 µM; stimulated with dexamethasone, 1 µM; hits give low values;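 active = plate z-score of nuclear minus cytoplasmic receptor signal below a set negative limit, without overly bright fluorescence or cell loss, cut at about -3.5 in these data, passing the limit was not always enough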;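 also: z-score of nuclear minus cytoplasmic ring GR-EGFP intensity difference per well; some compounds called inactive have numbers as strong as hits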
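Buffer or medium: Induction medium lacking tetracycline, stripped serum | Also added: Dexamethasone agonist, 1.0 µM final, for 30 min | Timing: 48 h induction, 1 h compound, 30 min dex at 37 °C | Detection: Formaldehyde fixation, Hoechst nuclear stain, 10x automated fluorescence imaging | Measure: Nuclear versus cytoplasmic GR-EGFP signal, averaged per well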
WT yeast gro inh – growth inhibition of WT strain, primary screen, mitochondrial fusion inhibitor project, WT and mutant strains, chemical genetic; 190,000 tested, 2.1% active; mitochondrial fusion phenotypic screen; inhibition, % at 10 µM; in the data active = inhibition above about 58%; tested in S. cerevisiae
WT yeast gro inh mutant strain – recorded beside WT yeast gro inh, whose call it bears; inhibition, %; mitochondrial fusion phenotypic screen, mutant strain inhibition
Dynein transport cytoplasmic EGFP – second read-out of Dynein transport, no call of its own (marks repeat the call); z-score; measured here: cytoplasmic GR-EGFP intensity; hits give high values
Dynein transport nuclear GR-EGFP – recorded beside Dynein transport, whose call it bears; z-score; measured here: nuclear GR-EGFP intensity;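 lower value marks the stronger effect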
Dynein transport cell count – second read-out of Dynein transport, no call of its own (marks repeat the call); z-score; measured here: cell count per field
bCat nuc transl cell count 5 µM – further read-out of bCat nuc transl, marked with its call; cell count; measured here: cell count, cytotoxicity flag
T cell modulator vesicle-bound % – second read-out of T cell modulator, no call of its own (marks repeat the call); double positive events, %; measured here: CD8+ vesicle-bound cell fraction;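 binding gate set so that unloaded-vesicle control wells show 10% double positive cells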
MT stabilize HCS Hoechst-high % – recorded beside MT stabilize HCS, whose call it bears; % Hoechst-high responders; measured here: nuclear condensation Hoechst responders;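 share of cells brighter than vehicle mean plus two SD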
MT stabilize HCS cytotoxicity % – second read-out of MT stabilize HCS, no call of its own (marks repeat the call); toxicity, %; measured here: cytotoxicity by cell density;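 0% = mean cell density of plate MIN control wells and 100% = no cells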
Autophagy mod cell loss 18 h – also measured in Autophagy mod; calls as there; toxicity, %; measured here: cell loss, nuclei count;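 cell loss after 18 h compound exposure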
Starred values were filed as active, the others as inactive.

Screening CCOC(=O)c1cc(-c2ccc(N3CCOCC3)cc2)nn1-c1ccccc1 returned Yfh1-depleted yeast inactive, Autophagy mod inactive, M17LAP inhibition -1%, bCat nuc transl 1.5, P. falciparum M1AAP -1%, MT stabilize HCS 2.1, T cell modulator inactive, Dynein transport -0.42, WT yeast gro inh 10, WT yeast gro inh mutant strain 27, Dynein transport cytoplasmic EGFP 0.23, Dynein transport nuclear GR-EGFP -0.092, Dynein transport cell count 0.026, bCat nuc transl cell count 5 µM 1048, T cell modulator vesicle-bound % 49, MT stabilize HCS Hoechst-high % 3.4, MT stabilize HCS cytotoxicity % 14 and Autophagy mod cell loss 18 h 7.
`CCOC(=O)N1CCN(CC(O)c2ccccc2)CC1` (stereo unspecified) gave Yfh1-depleted yeast inactive, Autophagy mod inactive, M17LAP inhibition -2%, bCat nuc transl -1.4, P. falciparum M1AAP -1%, MT stabilize HCS 2.4, T cell modulator inactive, Dynein transport -0.73, WT yeast gro inh 3, WT yeast gro inh mutant strain 4, Dynein transport cytoplasmic EGFP -0.06, Dynein transport nuclear GR-EGFP -0.73, Dynein transport cell count -0.12, bCat nuc transl cell count 5 µM 1018, T cell modulator vesicle-bound % 34, MT stabilize HCS Hoechst-high % 2.0, MT stabilize HCS cytotoxicity % 6.0 and Autophagy mod cell loss 18 h -1.
`CC(=O)N/C(=C\c1ccccc1)C(=O)OCC(=O)NC1CCCC1` gave Yfh1-depleted yeast inactive, Autophagy mod inactive, M17LAP inhibition -56%, bCat nuc transl -2.8, P. falciparum M1AAP 1%, MT stabilize HCS 6.6, T cell modulator inactive, Dynein transport -0.037, WT yeast gro inh 1, WT yeast gro inh mutant strain 3, Dynein transport cytoplasmic EGFP -0.27, Dynein transport nuclear GR-EGFP -0.086, Dynein transport cell count 0.26, bCat nuc transl cell count 5 µM 1178, T cell modulator vesicle-bound % 7, MT stabilize HCS Hoechst-high % 2.0, MT stabilize HCS cytotoxicity % 6.9 and Autophagy mod cell loss 18 h 34.
For Fc1ccc(-n2c(Cc3ccccc3)nnc2SCc2nc(-c3cccs3)no2)cc1 the results were Yfh1-depleted yeast inactive, Autophagy mod inactive, M17LAP inhibition -15%, bCat nuc transl 1.7, P. falciparum M1AAP 0%, MT stabilize HCS 2.6, T cell modulator inactive, Dynein transport 0.65, WT yeast gro inh 31, WT yeast gro inh mutant strain 2, Dynein transport cytoplasmic EGFP 0.55, Dynein transport nuclear GR-EGFP 0.74, Dynein transport cell count 0.52, bCat nuc transl cell count 5 µM 926, T cell modulator vesicle-bound % 25, MT stabilize HCS Hoechst-high % 2.2, MT stabilize HCS cytotoxicity % 7.0 and Autophagy mod cell loss 18 h 8.
`O=C(c1ccco1)N1CCC(c2nc(-c3ccc(F)cc3)no2)CC1` gave Yfh1-depleted yeast inactive, Autophagy mod inactive, M17LAP inhibition 2%, bCat nuc transl -3.8, P. falciparum M1AAP 0%, MT stabilize HCS 1.2, T cell modulator inactive, Dynein transport 1.5, WT yeast gro inh 1, WT yeast gro inh mutant strain -3, Dynein transport cytoplasmic EGFP 0.046, Dynein transport nuclear GR-EGFP 1.3, Dynein transport cell count -1.4, bCat nuc transl cell count 5 µM 1071, T cell modulator vesicle-bound % 40, MT stabilize HCS Hoechst-high % 1.0, MT stabilize HCS cytotoxicity % 5.6 and Autophagy mod cell loss 18 h -5.
`CCN1CCC(CNCc2cn(-c3ccc(OC)cc3)nc2-c2ccccc2Cl)C1` (stereo unspecified) gave Yfh1-depleted yeast inactive, Autophagy mod inactive, M17LAP inhibition 6%, bCat nuc transl -0.5, P. falciparum M1AAP 10%, MT stabilize HCS 2.3, T cell modulator inactive, Dynein transport -0.36, WT yeast gro inh 5, WT yeast gro inh mutant strain 8, Dynein transport cytoplasmic EGFP -0.26, Dynein transport nuclear GR-EGFP -0.28, Dynein transport cell count 0.38, bCat nuc transl cell count 5 µM 974, T cell modulator vesicle-bound % 54, MT stabilize HCS Hoechst-high % 2.7, MT stabilize HCS cytotoxicity % 3.8 and Autophagy mod cell loss 18 h -21.
Screening CC(=O)Nc1sc(N/N=C\c2ccccc2Cl)nc1-c1cccs1 returned Yfh1-depleted yeast inactive, Autophagy mod inactive, M17LAP inhibition 10%, bCat nuc transl 3.8, P. falciparum M1AAP 7%, MT stabilize HCS 1.3, T cell modulator inactive, Dynein transport -0.18, WT yeast gro inh 19, WT yeast gro inh mutant strain 10, Dynein transport cytoplasmic EGFP -0.22, Dynein transport nuclear GR-EGFP -0.071, Dynein transport cell count 0.74, bCat nuc transl cell count 5 µM 516, T cell modulator vesicle-bound % 50, MT stabilize HCS Hoechst-high % 2.6, MT stabilize HCS cytotoxicity % 14 and Autophagy mod cell loss 18 h 3.
`CN(C)/C=N/NC(=O)c1ccc(Cl)cc1` gave Yfh1-depleted yeast inactive, Autophagy mod inactive, M17LAP inhibition -2%, bCat nuc transl -0.5, P. falciparum M1AAP 4%, MT stabilize HCS 5.2, T cell modulator inactive, Dynein transport 0.25, WT yeast gro inh -5, WT yeast gro inh mutant strain -1, Dynein transport cytoplasmic EGFP -0.13, Dynein transport nuclear GR-EGFP 0.5, Dynein transport cell count -1.4, bCat nuc transl cell count 5 µM 1088, T cell modulator vesicle-bound % 65, MT stabilize HCS Hoechst-high % 3.2, MT stabilize HCS cytotoxicity % 6.1 and Autophagy mod cell loss 18 h -9.
For COC(=O)Cc1c(C)c2ccc(O)c(CN3CCCC(C)C3)c2oc1=O (stereo unspecified) the results were Yfh1-depleted yeast inactive, Autophagy mod inactive, M17LAP inhibition inactive, bCat nuc transl 1.4, P. falciparum M1AAP 30µM*, MT stabilize HCS 1.8, T cell modulator inactive, Dynein transport -0.16, WT yeast gro inh -6, WT yeast gro inh mutant strain -24, Dynein transport cytoplasmic EGFP -0.28, Dynein transport nuclear GR-EGFP 0.065, Dynein transport cell count 0.59, bCat nuc transl cell count 5 µM 1157, T cell modulator vesicle-bound % 22, MT stabilize HCS Hoechst-high % 1.6, MT stabilize HCS cytotoxicity % 7.2 and Autophagy mod cell loss 18 h 2.
CCOC(=O)c1cc(Br)c(=O)n2ccccc12 was read as Autophagy mod inactive, M17LAP inhibition -4%, P. falciparum M1AAP 14%, MT stabilize HCS 2.6, T cell modulator inactive, Dynein transport -0.23, WT yeast gro inh 5, WT yeast gro inh mutant strain -4, Dynein transport cytoplasmic EGFP -0.21, Dynein transport nuclear GR-EGFP -0.76, Dynein transport cell count -0.25, T cell modulator vesicle-bound % 17, MT stabilize HCS Hoechst-high % 1.6, MT stabilize HCS cytotoxicity % 5.1 and Autophagy mod cell loss 18 h 3.
For O=c1cc(-c2cccc3ccccc23)[nH][nH]1 the results were Yfh1-depleted yeast inactive, Autophagy mod inactive, M17LAP inhibition 2.9µM*, P. falciparum M1AAP 2%, MT stabilize HCS 1.5, T cell modulator inactive, Dynein transport -0.37, WT yeast gro inh 1, WT yeast gro inh mutant strain 3, Dynein transport cytoplasmic EGFP -0.25, Dynein transport nuclear GR-EGFP -0.017, Dynein transport cell count -0.011, T cell modulator vesicle-bound % 21, MT stabilize HCS Hoechst-high % 2.0, MT stabilize HCS cytotoxicity % 7.0 and Autophagy mod cell loss 18 h -3.
O=C1SC(SCc2ccccc2Cl)=N/C1=C\c1ccc(C(=O)O)cc1 was read as Yfh1-depleted yeast inactive, Autophagy mod inactive, M17LAP inhibition 19%, bCat nuc transl -0.1, P. falciparum M1AAP 10%, MT stabilize HCS 0.1, T cell modulator inactive, Dynein transport 0.033, WT yeast gro inh 9, WT yeast gro inh mutant strain 1, Dynein transport cytoplasmic EGFP -0.18, Dynein transport nuclear GR-EGFP 0.28, Dynein transport cell count 0.39, bCat nuc transl cell count 5 µM 1096, T cell modulator vesicle-bound % 32, MT stabilize HCS Hoechst-high % 3.5, MT stabilize HCS cytotoxicity % 6.1 and Autophagy mod cell loss 18 h -9.
COC(=O)c1ccc(NC(=O)c2ccc(N(C)S(C)(=O)=O)cc2)cc1 was read as Yfh1-depleted yeast inconclusive, Autophagy mod inactive, M17LAP inhibition -15%, bCat nuc transl 0.8, P. falciparum M1AAP -7%, MT stabilize HCS 0.8, T cell modulator inactive, Dynein transport 0.0069, WT yeast gro inh -1, WT yeast gro inh mutant strain -3, Dynein transport cytoplasmic EGFP -0.22, Dynein transport nuclear GR-EGFP 0.075, Dynein transport cell count -0.24, bCat nuc transl cell count 5 µM 986, T cell modulator vesicle-bound % 7, MT stabilize HCS Hoechst-high % 2.2, MT stabilize HCS cytotoxicity % 7.6 and Autophagy mod cell loss 18 h -1.
